Source: PubChem (several laboratories)
Insulin prom inh – TRM-6 insulin promoter activity inhibition. inhibition, % at 2 µM. 130,000 tested, 0.9% active. TRM-6 cells (human fetal islet line), insulin promoter-eGFP reporter, imaging; reporter expression induced with tamoxifen;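 active means inhibition above the mean plus 3 SD, with well images judged a real hit on visual review, cut at about 60% in these data, passing the limit was not always enough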
SDO1 yeast rescue – restores growth of sdo1-depleted yeast; z-score at 10 µM; S. cerevisiae sdo1-depleted JHY4D growth rescue, OD600 30 h; active compounds read high; pdr5 snq2 efflux-pump mutant strain; 140,000 tested, 0.21% active;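 active means z-score above 3 at both the 24 hr and the 30 hr optical density reads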;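 further: z-score against mean and SD of all compound wells on the same plate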
SDO1 yeast rescue Rescue 24 h – also measured in SDO1 yeast rescue; calls as there; z-score; S. cerevisiae sdo1-depleted JHY4D growth rescue, OD600; measured here: growth rescue at 24 h;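 0 is the plate mean of compound wells and units are plate SD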
The depositor's hits bear a star; . = no result given. The list is partial (hit frequency here may not be typical).

SMILES | Insulin prom inh | SDO1 yeast rescue | SDO1 yeast rescue Rescue 24 h
Cc1cc(-c2ccc([N+](=O)[O-])cc2)nc2ccccc12 | 10 | . | .
O=C1/C(=C\c2cccs2)Sc2ccc3ccccc3c21 | 29 | -1 | 0.13
CC(C)Cc1nc(N2CCN(C(=O)c3ccccc3)CC2)c(C#N)c2c1CCC2 | 49 | -1.2 | -0.77
COc1cc(/C=C2/OC(=O)c3cc([N+](=O)[O-])ccc32)cc(OC)c1OC | -100 | . | .
Cc1ccc(NC(=S)NC(NC(=O)Cc2cccc3ccccc23)C(Cl)(Cl)Cl)cc1 (stereo not drawn) | -26 | -0.25 | -0.83
COCCNC(=O)CSc1ccc(Cl)cc1 | -71 | . | .
COC(=O)c1cc2c([nH]c3ccccc32)c(C)n1 | . | -0.37 | -1.1
CCOc1ccc(NC(=O)N2CCC(C(N)=O)(N3CCCCC3)CC2)cc1 | . | 13* | 6.8*
CCCOc1ccc2oc(=O)c3c(c2c1)CCCN3C(=O)CN1CCCC(C(=O)OCC)C1 (stereo not drawn) | -91 | -0.72 | -0.57
O=C(c1cccc(F)c1)N1CCN(Cc2ccco2)CC1 | 29 | 0.63 | 0.84
O=c1cc(CNC2CCCCC2)c2ccccc2[nH]1 | . | 0.48 | -0.08
Cc1nc(Cl)cc(CS(=O)(=O)c2ccc(Cl)cc2)n1 | 67 | . | .
OC(Cn1nnc2ccccc21)Cn1c(C(F)(F)F)nc2ccccc21 (stereo not drawn) | 15 | -1 | -1.4
COC(=O)C1(O)CC(C(C)C)=NN1C(=O)c1ccc(Cl)cc1 (stereo not drawn) | 4 | 0.04 | -0.2
COC(=O)CC1C(=O)NCCN1Cc1cn(-c2ccc(C)cc2)nc1-c1cccc(C)c1 (stereo not drawn) | 33 | . | .
COc1ccccc1CNC(=O)Cn1cc2c(n1)CCCC2 | . | -0.44 | -1.2
CC1CCc2c(sc(NC(=O)c3ccc(Cn4cc(Br)cn4)o3)c2C(N)=O)C1 (stereo not drawn) | 18 | -1.3 | -0.48
CCCN(CCC)CCCNC(=O)CC(C(=O)N1CCc2ccccc21)n1ccnc1 (stereo not drawn) | 8 | 1.1 | 0.31
Nn1c(COc2ccc(Cl)cc2)nc2ccccc2c1=O | -44 | -0.81 | -1.1
CCOc1ccc(C2c3[nH]c4ccccc4c3CCN2C(=O)Cn2cncn2)cc1 (stereo not drawn) | -42 | . | .
COCCOC(=O)C1=C(C)N=C2SCCC(=O)N2C1c1ccc(OC(=O)c2ccco2)cc1 (stereo not drawn) | 29 | -0.59 | -1
CCc1ccccc1N1CCN(S(=O)(=O)c2cc(OC)ccc2OC)CC1 | -1 | -1 | -1.3
Nc1ncnc2nc(SCCN3CCCCC3)[nH]c12 | -33 | 1.3 | 1.5
O=C(Nn1c(O)c(C=C2N=c3ccccc3=N2)sc1=S)c1ccc(Cl)cc1 | 12 | -2 | -1.2
CC1=C(C(=O)N(C)CCC#N)C2(CCCCC2)OC1=O | . | 0.37 | 1.5
CCOc1ccc(C(OC(=O)c2ccco2)C(=O)NCc2ccc(C)cc2)cc1 (stereo not drawn) | 17 | -0.67 | -0.53
O=C(c1cc2n(n1)C(C(F)(F)F)CC(c1ccc(F)cc1)N2)N1CCCC1 (stereo not drawn) | . | 0.22 | 0.12
Fc1c(F)c(C(F)(F)F)c(F)c(F)c1N1CCN(c2ccc3nnc(C(F)(F)F)n3n2)CC1 | -10 | -2.2 | -1.5
CCOc1ccc(NC(=O)c2ccc3c(c2)N(Cc2ccc(F)cc2)C(=O)CS3=O)cc1 (stereo not drawn) | . | 0.89 | 0.86
CCCC(=O)Nc1ccccc1NC(=O)c1ccc(OC(C)=O)cc1 | 25 | . | .
COc1cccc(C(=O)Nc2cc3c(cc2Cl)OCCCO3)c1 | 0 | -0.17 | -0.33
COc1cc(/C=C2/C(=N)N3C=CSC3=NC2=O)ccc1OCCCOc1ccccc1C | -28 | 2.4 | 3.4
Cc1cccc(OCCCn2ccnc2)c1 | 47 | 0.63 | 0.48
Cc1cc(C)c2cc(CNC3CCCC3)c(Cl)nc2c1 | 9 | . | .
O=C(COc1ccccc1)NNC(=O)c1cc2ccccc2oc1=O | -29 | 0.9 | 0.94
CC(N=c1ccccn1C(=O)Nc1cccc(C(F)(F)F)c1)c1ccco1 (stereo not drawn) | -14 | -0.92 | -0.15
CC(C)(C)c1ccc(OCC(O)CSc2ncn[nH]2)cc1 (stereo not drawn) | -33 | -0.19 | -0.22
CS(=O)(=O)c1ccc(Cl)c(NC(=O)CCc2ccccc2)c1 | -9 | . | .
Cc1cc(C)n(-c2nc3ccccc3nc2N2CCOCC2)n1 | -15 | 0.06 | -0.27
CC(C)(CO)NCc1cccc(OCc2ccc(Cl)cc2)c1 | -31 | -0.24 | -0.33

2 compounds from above with just SDO1 yeast rescue:
molecule	SDO1 yeast rescue
CC(C)Cc1nc(N2CCN(C(=O)c3ccccc3)CC2)c(C#N)c2c1CCC2	-1.2
COCCOC(=O)C1=C(C)N=C2SCCC(=O)N2C1c1ccc(OC(=O)c2ccco2)cc1 (stereo not drawn)	-0.59

Next section
SMILES | Insulin prom inh | SDO1 yeast rescue | SDO1 yeast rescue Rescue 24 h
Nc1ncn(C(=O)c2ccco2)n1 | 39 | 0.42 | -0.01
O=C(/C=C/c1ccccc1Cl)N1CCN(c2ncccn2)CC1 | 21 | 0.09 | 0.19
Cc1c(-c2cccs2)[n+](=O)c2c(n1[O-])CCCC2 | . | 1.4 | 1.8
Cc1onc(C(=O)NN)c1C(=O)N1CCN(C(c2ccccc2)c2ccccc2)CC1 | 82* | . | .
C/C(N)=C(/C#N)C(=O)CSc1nc2cc(Cl)ccc2s1 | . | -1.1 | -0.41
COC(=O)c1ccccc1NC(=O)C(CCS(C)(=O)=O)NC(C)=O (stereo not drawn) | 0 | 0.6 | 1.4
COc1cccc(/C=N/c2oc(-c3ccccc3)cc2C#N)c1O | 0 | 0.18 | 0.28
CCOc1ccccc1NC(=S)N1CCC(c2nc3ccccc3o2)CC1 | . | 0.48 | 0.73
COCC(=O)N(Cc1cc2ccccc2[nH]c1=O)c1ccccc1OC | . | 1 | 0.94
COc1ccc(C(=O)c2oc3ccc(OC)cc3c2N)cc1 | -20 | -2.3 | -1.8
CCc1ccc(NC(=O)C(=O)NNC(=O)COc2cccc(OC)c2)cc1 | 15 | -1.1 | -0.54
O=C(COc1ccccc1)N1CCN=C1SCc1ccccc1 | -22 | . | .
Cc1ccc(Cn2c(SCCN3CCCCC3)nc3c2c(=O)n(C)c(=O)n3C)cc1 | 43 | 0.45 | -0.24
CCOc1ccccc1NC(=O)CCc1ccc(C)o1 | 19 | 0.43 | 1.1
CCCn1c(N2CCC(Cc3ccccc3)CC2)nc2c1c(=O)[nH]c(=O)n2C | -93 | -0.92 | -1.1
COC(=O)c1sc(S(=O)(=O)NCc2ccccc2)c(C(=O)OC)c1C | -8 | -0.55 | -0.04
CCn1ccc(C(=O)Nc2cccc(Cl)c2)n1 | -16 | . | .
O=C(c1cc2cc(Cl)ccc2oc1=O)N1CCOCC1 | -314 | -0.54 | -0.62
Cc1cc(=O)[nH]c(/N=C(\N)Nc2cccc3ccccc23)n1 | . | 1.5 | 1.9
Brc1cccc(-c2nnc3sc(CNC4CCCC4)cn23)c1 | . | -0.19 | -0.61
CC1C(=O)CC(c2ccco2)NC1c1ccco1 (stereo not drawn) | -4 | -0.42 | -0.58
COc1ccccc1-c1n[nH]c(=S)o1 | 0 | 0.41 | -0.27
CCOc1ccc(/C=N/NC(=O)C2(O)c3ccccc3-c3ccccc32)cc1 | -64 | -0.11 | -1
Cc1ccc(C(=O)O/N=C(\N)c2cccc([N+](=O)[O-])c2)cc1 | -10 | -1.7 | -0.34
CC(C)c1nnc(NC(=O)C2c3ccccc3Oc3ccccc32)s1 | -11 | -0.33 | -0.23
COC(=O)Nc1ccc(S(=O)(=O)N2c3ccccc3CCC2C)cc1 (stereo not drawn) | . | -0.81 | -0.49
O=C(CSc1nnnn1-c1ccccc1)N1CCCc2ccccc21 | -12 | 0.02 | 0.67
O=C(CSc1nnc(-c2ccncc2)n1Cc1ccco1)Nc1nc(-c2ccccc2)cs1 | -11 | -0.99 | -0.35
CCOC(=O)c1c(C2COc3ccccc3O2)csc1NC(=O)c1ccco1 (stereo not drawn) | 41 | -2.1 | -1.6
CC(Sc1ccsc1[N+](=O)[O-])C(=O)N1CCN(c2ccccn2)CC1 (stereo not drawn) | -45 | . | .
CCOc1ccc(-n2cc(-c3ccccc3)c3c(SC(C)C(=O)OC)ncnc32)cc1 (stereo not drawn) | . | 0.34 | 0.6
O=C1CC(c2ccccc2)Cc2nc(NCc3ccco3)ncc21 (stereo not drawn) | -23 | -1.1 | -1.2
O=C(NCC(c1cccnc1)N1CCOCC1)c1ccc2c(c1)OCO2 (stereo not drawn) | 4 | 0.47 | -0.49
O=C1CC(c2ccco2)CC2=C1C1c3ccccc3C(=O)N1c1ccccc1N2 (stereo not drawn) | -50 | -1.5 | 0.15
C=CCn1c(Oc2ccc(C(=O)OC)cc2)nc2c1c(=O)n(C)c(=O)n2C | 27 | -0.08 | -0.78
O=[N+]([O-])c1ccc2c(c1)C(O)n1ncnc1S2 (stereo not drawn) | 20 | . | .
Cc1c(NC(=O)CN2C(=O)NC3(CCCCC3)C2=O)c(=O)n(-c2ccccc2)n1C | 8 | . | .
Cc1ccc(/C=N/n2c(C)n[nH]c2=S)o1 | 6 | -0.12 | 0.19
Cc1csc2ncc(C(=O)N3c4ccccc4CC3C)c(=O)n12 (stereo not drawn) | . | -0.76 | -1.1
CC(C)CC1NC(=S)N(C2CCCCC2)C1=O (stereo not drawn) | 37 | -0.19 | -0.51
Cc1ccc(OCc2ccc(C(=O)Nc3nccs3)o2)cc1C | -21 | -0.7 | -0.7
Cc1cccn2c(/C=N/OCc3cccc(F)c3)c(-c3ccc(Cl)cc3)nc12 | 39 | -0.98 | -0.52
Cc1occc1-c1nnc(SCC(=O)NCCc2ccccc2)n1C(C)c1ccccc1 (stereo not drawn) | -9 | -0.61 | -0.74
Cc1ccc(C(=O)NNC(=O)OC(C)(C)C)c(Cl)c1 | -54 | 0.98 | 0.05
O=C(NCc1ccccc1)N(Cc1nc2ccccc2c(=O)[nH]1)C1CCCC1 | . | 0.41 | 0.2
CCOC(=O)c1cccnc1SCC(=O)NC(C)CC (stereo not drawn) | -41 | 2 | 4
FC(F)(F)c1cccc(Cn2nnnc2-c2cccc(C(F)(F)F)c2)c1 | . | -0.55 | -0.74
CC(C)(C)c1nnc2sc(SCCN3C(=O)c4ccccc4C3=O)nn2c1=O | . | -0.62 | -0.45
CCN(CC)S(=O)(=O)c1ccc(N2CCCC2)c(NS(=O)(=O)c2ccc(OC)cc2)c1 | 57 | -0.81 | -0.43
O=C(CCC(=O)N(CC(=O)NC1CCCC1)C1CCCCC1)Nc1ccccn1 | -12 | . | .
CCOC(=O)C1=C(CSc2n[nH]c(N)n2)NC(=O)NC1C (stereo not drawn) | 6 | 0.36 | -0.08
COC(=O)C(O)(CC(=O)Nc1cccc(SC)c1)C(F)(F)F (stereo not drawn) | 37 | 1.4 | 0.99
CC(CO)NCC12CC3CC(CC(C3)C1)C2 (stereo not drawn) | 29 | . | .
CN1CCN(S(=O)(=O)c2ccc3c(c2)NC(=O)C2CCCN32)CC1 (stereo not drawn) | -11 | 0 | -0.68
Cc1cc(C(=O)OCC(=O)N2CC(=O)Nc3ccccc32)c(C)n1-c1ccc(F)cc1 | . | -0.54 | -0.87
Cc1ccccc1OCC(=O)Nc1sc(C(=O)Nc2cccc(C)c2C)c(C)c1C#N | . | -0.04 | 1.5
CO/N=C(/CS(=O)(=O)c1ccc(C)cc1)c1ccc(OC)cc1 | -3 | -0.95 | -1.1
CCn1c(C)cc(/C=C2/NC(=O)N(Cc3ccccc3F)C2=O)c1C | 24 | -0.05 | -0.05
Cc1nn(-c2ccccc2)c(Cl)c1C(=O)N1CCN(C)CC1 | 20 | . | .
COc1ccc(C2CC(c3ccccc3)Nc3nc(NC(=O)c4ccco4)nn32)cc1 (stereo not drawn) | 58 | 1.1 | 0.68
COc1cccc2c1OC1(C)CC2N(C(=O)c2ccco2)C(=S)N1c1ccc(F)cc1 (stereo not drawn) | 14 | -0.75 | -0.47

Four entries out of the list above, sorted by the value under SDO1 yeast rescue Rescue 24 h, high to low.
SMILES | Insulin prom inh | SDO1 yeast rescue | SDO1 yeast rescue Rescue 24 h
CCn1c(C)cc(/C=C2/NC(=O)N(Cc3ccccc3F)C2=O)c1C | 24 | -0.05 | -0.05
CC(C)(C)c1ccc(OCC(O)CSc2ncn[nH]2)cc1 (stereo not drawn) | -33 | -0.19 | -0.22
CC(C)(C)c1nnc2sc(SCCN3C(=O)c4ccccc4C3=O)nn2c1=O | . | -0.62 | -0.45
Cc1ccc(OCc2ccc(C(=O)Nc3nccs3)o2)cc1C | -21 | -0.7 | -0.7

Some of the entries so far, as comma-separated lines.
SMILES,Insulin prom inh,SDO1 yeast rescue,SDO1 yeast rescue Rescue 24 h
C=CCn1c(Oc2ccc(C(=O)OC)cc2)nc2c1c(=O)n(C)c(=O)n2C,27,-0.08,-0.78
O=C(CSc1nnc(-c2ccncc2)n1Cc1ccco1)Nc1nc(-c2ccccc2)cs1,-11,-0.99,-0.35
COC(=O)Nc1ccc(S(=O)(=O)N2c3ccccc3CCC2C)cc1 (stereo not drawn),.,-0.81,-0.49
O=C1CC(c2ccco2)CC2=C1C1c3ccccc3C(=O)N1c1ccccc1N2 (stereo not drawn),-50,-1.5,0.15
CC(Sc1ccsc1[N+](=O)[O-])C(=O)N1CCN(c2ccccn2)CC1 (stereo not drawn),-45,.,.
